# Assay outcomes deposited in PubChem by several laboratories.
# SKKanGAS inh – inhibitors of SKKanGAS S. pyogenes growth in kanamycin (SK-promoter or general growth effect). BacTiter-Glo, 6 h. inhibition, % at 7.5 µM. hit rate 1.3% among 300,000. AID 1662;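 active = mean replicate score, as percent of positive control median, at least 50; inconclusive = mean below 50 but one replicate at or above 50; inactive = mean and every replicate below 50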;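 note: strain carries kanamycin resistance gene driven by streptokinase promoter and grows in 40 µg/ml kanamycin; loss of luminescence reflects streptokinase promoter inhibition or plain growth inhibition; 0% = median of DMSO wells and 100% = positive control at its reference dose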
# RGS4 act – RGS4 potentiation or activation. B-score at 10 µM. hit rate 0.92% among 310,000. AID 463111. HEK293 M3R/inducible RGS4, carbachol calcium flux Fluo4; hits give low values;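 active = B-score of the integrated calcium signal more than 4 SD below the library mean, with starting fluorescence not abnormally high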;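 note: negative B-score means reduced calcium response which marks RGS4 activation or potentiation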
#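 test system = HEK293 cells with stable M3R and inducible RGS4 | schedule = recording 10 s baseline at 1 Hz, 100 s post-agonist | technique = Fluo4-AM (2 µM) calcium-flux fluorescence, kinetic read | measure = Agonist-evoked peak-minus-minimum fluorescence over baseline, integrated ratio, B score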
# RGS4 inh – human RGS4 inhibition; HEK293 M3R/RGS4 inducible, Fluo-4 calcium flux; hits give high values; triggered by carbachol at its EC20; P49798; B-score at 10 µM; AID 463165; hit rate 0.45% among 310,000;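 active = B-score, a plate-corrected calcium signal, over three deviations above library mean, with baseline fluorescence within five deviations of library mean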;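 note: RGS4 expression induced by doxycycline in cells with stable M3 receptor; B-score is computed from the integrated fluorescence ratio over baseline after carbachol; higher B-score means a larger calcium signal and so more RGS4 inhibition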
# Target sequence (P49798 whole entry, looked up): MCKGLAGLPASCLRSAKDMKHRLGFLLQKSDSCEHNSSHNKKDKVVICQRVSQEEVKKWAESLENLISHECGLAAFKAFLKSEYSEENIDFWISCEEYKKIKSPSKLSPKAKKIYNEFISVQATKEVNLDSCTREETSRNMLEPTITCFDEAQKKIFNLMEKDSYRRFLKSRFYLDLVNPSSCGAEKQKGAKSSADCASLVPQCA
# KCNQ1 pot – human KCNQ1 channel potentiation or activation | B-score at 10 µM | hit rate 0.35% among 310,000 | CHO-K1 KCNQ1, thallium flux FluxOR fluorescence; hits give high values;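 active = fluorescence ratio B-score, a plate-corrected score, at least three library SD, with initial intensity B-score within 5 SD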
#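 Material: CHO-K1 cells stably expressing KCNQ1. Medium: assay buffer for compound exposure, DMSO matched across wells. Reagent: K+/Tl+ depolarizing stimulus. Compound dosing: single-concentration screen. Times: 37 °C overnight plating, 90-min dark dye load, 20-min compound pretreatment. Technique: FluxOR Tl+ flux fluorescence.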
# KCNQ1 block – blocks the human KCNQ1 potassium channel; hit rate 1.3% among 310,000; CHO-K1 KCNQ1, FluxOR thallium flux fluorescence; hits give high values; P51787; B-score at 10 µM;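 active = compounds whose thallium flux B-score, printed positive for inhibition, exceeds three library SD while starting fluorescence stays within three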;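 note: channel opened by potassium depolarization with thallium stimulus after 20 min compound exposure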
# ANO1 block – mouse TMEM16A channel inhibition, primary screen; normalized B-score (activity score, 25-100; higher = stronger inhibition) at 10 µM; HEK293 TMEM16A/YFP iodide influx fluorescence, ionomycin; AID 588511; Q8BHY3; hit rate 1.2% among 310,000;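 active = ratio plate-corrected score three or more library SD toward inhibition, starting fluorescence score within five deviations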;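 note: score derived from kinetic fluorescence span divided by baseline fluorescence per well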
# HDAC3 inhib – inhibitors of human histone deacetylase 3 | inhibition, % at 8.3 µM | O15379 | recombinant HDAC3, fluorogenic peptide/trypsin coupled, fluorescence | AID 2718 | hit rate 0.15% among 320,000; in the data active = inhibition above about 26%, passing the limit was not always enough; inconclusive = no clear call, values can overlap the other calls
# Target sequence (O15379 whole entry, looked up): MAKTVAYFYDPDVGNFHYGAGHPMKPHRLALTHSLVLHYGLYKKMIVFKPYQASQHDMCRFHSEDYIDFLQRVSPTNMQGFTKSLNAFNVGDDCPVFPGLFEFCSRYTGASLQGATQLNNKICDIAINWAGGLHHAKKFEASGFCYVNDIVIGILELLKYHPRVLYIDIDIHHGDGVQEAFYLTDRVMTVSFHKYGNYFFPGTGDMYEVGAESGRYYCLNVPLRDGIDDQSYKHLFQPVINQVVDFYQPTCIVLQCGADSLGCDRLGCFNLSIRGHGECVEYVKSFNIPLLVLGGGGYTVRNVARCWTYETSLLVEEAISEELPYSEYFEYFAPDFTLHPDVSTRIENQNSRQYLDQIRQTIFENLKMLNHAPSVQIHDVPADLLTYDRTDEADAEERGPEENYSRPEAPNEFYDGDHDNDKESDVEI
# TMEM16A act – activators or potentiators of mouse TMEM16A chloride channel. hit rate 0.3% among 340,000. HEK293 TMEM16A/YFP-H148Q/I152L, iodide quench fluorescence; hits give low values. Q8BHY3. B-score at 10 µM;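 active = fluorescence-ratio B-score plate-corrected deviation score at least 3 library SD below zero, with starting fluorescence score within 5 deviations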;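 note: channel opened by trigger with iodide after compound preincubation; score built on the fluorescence ratio of max minus min over baseline; more negative score means more quench and so TMEM16A activation or potentiation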
# KCNK3 inh – human KCNK3 channel inhibition, primary screen. AID 602410. B-score at 10 µM. O14649. hit rate 0.84% among 340,000. CHO-KCNK3 thallium flux, FluxOR fluorescence; hits give low values;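 active = B-score under library mean minus 4 SD, starting fluorescence ratio at most library mean plus 5 SD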;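 note: more negative B-score means stronger inhibition of thallium flux through KCNK3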
# hERG protect – shields human hERG channel from block by proarrhythmic agents. Q12809. CHO-hERG, FluxOR thallium flux, dofetilide IC70 present. activation (rescue from dofetilide block), less the hit threshold, % at 10 µM. hit rate 0.51% among 310,000. AID 1511;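 active = activation above the mean of controls blocked by dofetilide plus 5 SD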;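 note: thallium influx through hERG after potassium depolarization seen as dye fluorescence rise; in these data hits start at about 4.7%; inactives centre near -7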
# KCNK9 inh – inhibitors of human KCNK9 two-pore domain potassium channel; AID 488922; Q9NPC2; hit rate 1.2% among 310,000; HEK293 KCNK9, FluxOR thallium flux fluorescence; hits give low values; B-score at 10 µM;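 active = ratio B-score over 3 SD below the library mean, with starting fluorescence within 5 SD of its mean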;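 note: negative B-score means less thallium flux so channel inhibition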
# Target sequence (Q9NPC2 whole entry, looked up, the tested form may be a part): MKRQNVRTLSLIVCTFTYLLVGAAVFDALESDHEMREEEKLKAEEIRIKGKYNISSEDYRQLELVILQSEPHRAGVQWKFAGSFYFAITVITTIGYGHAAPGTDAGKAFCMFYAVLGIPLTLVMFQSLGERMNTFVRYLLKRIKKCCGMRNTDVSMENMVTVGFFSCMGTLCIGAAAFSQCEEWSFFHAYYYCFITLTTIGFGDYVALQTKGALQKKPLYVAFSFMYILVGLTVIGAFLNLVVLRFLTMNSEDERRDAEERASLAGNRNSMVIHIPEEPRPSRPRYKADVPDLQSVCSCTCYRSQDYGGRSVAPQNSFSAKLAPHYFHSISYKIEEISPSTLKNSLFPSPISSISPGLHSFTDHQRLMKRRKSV
# * = called active by the depositor; i = inactive; ? = inconclusive; . = not tested or not shown.
SMILES,SKKanGAS inh,RGS4 act,RGS4 inh,KCNQ1 pot,KCNQ1 block,ANO1 block,HDAC3 inhib,TMEM16A act,KCNK3 inh,hERG protect,KCNK9 inh
O=C(Cc1cccc2ccccc12)NN1C(=O)CSC1=S,0.1,i,i,i,i,i,-5.0,i,i,-5.8,i
Cn1nc(CC(=O)Nc2ccc(N3CCN(C(=O)OC(C)(C)C)CC3)cc2)c2ccccc2c1=O,16.3,i,i,i,i,25*,-3.2,i,i,-16.0,i
Cc1oc(-c2ccc(Cl)cc2)nc1CN1CCC(C(=O)NCCCN2CCCC(C)C2)CC1 (configuration not stated),-1.1,i,i,i,i,i,0.7,i,i,-8.7,i
O=C(NC1CCCCC1)c1nc2c(nnn2Cc2ccccc2Cl)c(=O)[nH]1,18.0,i,i,i,i,i,-3.7,i,i,-10.7,i
CCCNS(=O)(=O)c1ccc(OCC(=O)N2CCOCC2)cc1,7.4,i,i,i,i,i,4.7,i,i,-7.3,i
CN(CC(=O)Nc1ccc(Cl)cc1)C(=O)c1cccc(S(=O)(=O)N2CCN(Cc3ccccc3)CC2)c1,-11.6,i,i,i,i,25*,7.0,i,i,-14.9,i
CCOc1ccc(S(=O)(=O)NCCC(=O)OCC(=O)Nc2cc(C)on2)cc1,-0.6,i,i,i,i,i,-8.3,i,i,-7.4,i
COc1ccc(NC(=O)CNC(=O)Cc2ccccc2)cc1OC,-0.9,i,i,i,i,i,0.7,i,i,-3.6,i
N#Cc1ccc(C(=O)Nc2nc3ccccc3[nH]2)cc1,6.2,i,i,i,i,i,-1.4,i,i,-6.9,i
CC(=O)c1ccc(S(=O)(=O)NCc2ccc(C(=O)NCC(c3ccccc3)N(C)C)cc2)cc1 (configuration not stated),4.5,i,i,i,i,i,-2.4,i,i,-9.6,i
O=C1C(=O)N(c2cccc(Cl)c2)C(c2ccccc2[N+](=O)[O-])/C1=C(\O)c1ccccc1 (configuration not stated),8.7,i,i,i,i,i,11.0,i,i,-13.9,i
O=C1C[C@@H](c2ccc(O)cc2)Oc2cc(O)cc(O)c21,-4.0,i,i,i,i,i,-3.8,i,i,-8.9,i
CN(C)S(=O)(=O)n1cc(/C=C(\NC(=O)c2ccccc2Cl)C(=O)NCCCN2CCOCC2)c2ccccc21,-1.0,i,i,i,i,i,13.9,i,i,-14.9,i
Cc1ccccc1-n1c(SCC(=O)c2c(N)n(C)c(=O)n(C)c2=O)nc2sc3c(c2c1=O)CCCC3,26.5,i,i,i,i,i,7.6,i,i,-7.2,i
CN(CC(=O)Nc1sc2c(c1C#N)CCCCC2)Cc1nc2ccccc2c(=O)[nH]1,6.3,i,i,i,i,i,4.6,i,i,-2.5,i
Cc1cccc(C2c3[nH]c4ccccc4c3CCN2Cc2ccc(C)s2)n1 (configuration not stated),-2.8,i,i,i,i,i,0.3,i,i,-5.0,i
CCN(CC(=O)Nc1cccc(OC)c1)C(=O)c1ccncc1,-13.4,i,i,i,i,i,5.0,i,i,-7.8,i
Cc1ccc(/C=C2\SC(=S)N(CCC(=O)NNC(=O)c3ccc(O)cc3)C2=O)cc1,0.4,i,i,i,i,i,-3.5,i,i,-11.0,i
CC(=O)Nc1ccc(NC(=O)C(C)OC(=O)C2CCCC2)cc1 (configuration not stated),12.3,i,i,i,i,i,7.1,i,i,-5.2,i
O=C(CN1C(=O)/C(=C\c2ccc(F)cc2)Oc2ccccc21)NCc1ccco1,-1.1,i,i,i,i,i,.,i,i,-1.7,i
Cc1cc(C)nc(SC2CC(=O)N(c3ccc(Br)cc3)C2=O)n1 (configuration not stated),1.7,i,i,i,i,i,0.1,i,i,-4.8,i
CCN(CC)CCN(C(=O)c1ccc(C(C)=O)cc1)c1nc2ccc(Cl)cc2s1,4.8,i,i,i,i,i,-1.6,i,i,-11.7,i
COc1cc(NC(=O)COC(=O)c2ccccc2F)cc(OC)c1,-15.3,i,i,i,i,i,-1.5,i,i,-10.9,i
Cc1ccc2c(c1)N(CC(=O)Nc1ncccc1C)C(=O)C(C(C)C)O2 (configuration not stated),2.7,i,i,i,i,i,-10.9,i,i,-2.6,i
COc1ccc(-c2cc(C(=O)NCc3ccco3)c3ccccc3n2)cc1,0.7,i,i,i,i,i,-0.1,i,i,-7.4,i

# Remaining list, next part:
SMILES,SKKanGAS inh,RGS4 act,RGS4 inh,KCNQ1 pot,KCNQ1 block,ANO1 block,HDAC3 inhib,TMEM16A act,KCNK3 inh,hERG protect,KCNK9 inh
CC1CCN(S(=O)(=O)c2ccc(S(=O)(=O)NCc3cccnc3)cc2)CC1,2.4,i,i,i,i,i,-7.3,i,i,-4.6,i
Cc1ncc(C[n+]2csc(CCOC(=O)CC3C4CC5CC(C4)CC3C5)c2C)c(N)n1 (configuration not stated),1.2,i,i,i,i,i,5.0,i,i,-12.4,i
Cc1ccc(OCC(=O)N2CCN(C(=O)Cc3ccccc3)CC2)cc1,7.3,i,i,i,i,i,-0.6,i,i,-6.3,i
Cc1cccc(OCCc2c(C)[nH]c(=S)[nH]c2=O)c1,-8.7,i,i,i,i,i,-4.9,i,i,-7.2,i
Cc1ccc(C2=[N+]([O-])C3(CCCCC/C3=N\NC(N)=O)N(O)C2(C)C)o1 (configuration not stated),-1.0,i,i,i,i,i,11.1,i,i,-8.0,i
CCCc1cc(=O)[nH]c(SCC(=O)Nc2nc(-c3ccccc3)cs2)n1,41.3,i,i,i,i,i,?,i,i,-6.4,i
COP(=O)(OC)c1nc(-c2cccc3ccccc23)oc1NCc1ccccc1,-2.8,i,i,i,i,i,-104.4,i,i,-12.3,i
COc1cccc(C(=O)OCC(=O)NC(C)CCc2ccccc2)c1O (configuration not stated),1.6,i,i,i,i,i,2.1,i,i,-7.3,i
CN(Cc1ccccc1Cl)C(=O)C1CCC(=O)N(CCc2cccc(F)c2)C1 (configuration not stated),-0.1,i,i,i,i,i,-1.3,i,i,-10.9,i
COc1ccc(S(=O)(=O)Nc2cc(C)on2)cc1,-0.5,i,i,i,i,i,?,i,i,-3.5,i
COc1ccccc1NC(=O)c1ccc(NC(=O)C2COc3ccccc3O2)cc1 (configuration not stated),-6.4,i,i,i,i,i,2.4,i,i,-13.0,i
CCCCC(CC)C(=O)NCc1ccccc1OC (configuration not stated),2.3,i,i,i,i,i,2.4,i,i,-7.8,i
Oc1c(C=Nc2ccccc2Cl)[nH]c2ccccc12,7.5,i,i,i,i,i,9.6,-8.71*,i,-26.7,i
CSc1nc2ccc(NC(=O)CSc3nnc(N)s3)cc2s1,-4.5,i,i,i,i,i,-2.5,i,i,-5.0,i
Cc1cc(C)nc(NS(=O)(=O)c2ccc(NS(=O)(=O)c3ccc(C#N)cc3)cc2)n1,24.0,i,i,i,i,i,-8.4,i,i,-9.1,i
N#Cc1c(-c2ccccc2)nc(SCc2cccc(C(F)(F)F)c2)[nH]c1=O,67.4*,i,i,i,8*,100*,6.7,i,i,-11.4,i
O=C(O)c1cccc(N/N=C/c2cccs2)c1,18.5,i,i,i,i,i,.,i,i,0.6,i
COc1c(Cl)ccc(Cl)c1C(=O)OCC(=O)O,-1.5,i,i,i,i,i,-1.2,i,i,-9.7,i
CN1CCN(Cc2cn(C)nc2-c2ccccc2F)CC1c1ccccc1 (configuration not stated),1.2,i,i,i,i,i,-2.3,i,i,-17.7,i
COc1ccc2oc(-c3ccccc3)c(C(=O)O)c2c1,-11.0,i,i,i,i,i,-84.2,i,i,-5.4,i
O=C1N=C(N2CCOCC2)SC1=C1CCCCC1,5.5,i,i,i,i,i,2.6,i,i,-12.5,i
Cc1ccc(C2(C)NC(=O)N(Cc3c(C)noc3C)C2=O)cc1 (configuration not stated),2.2,i,i,i,i,i,2.2,i,i,-4.7,i
COc1cc(/C=N/NC(N)=O)cc(Br)c1OCc1ccccc1C,2.8,i,i,i,i,i,-10.9,i,i,-2.5,i
O=C(NNC(=S)Nc1ccccc1)c1cc(Br)ccc1Cl,4.3,i,i,i,i,25*,-0.5,i,i,-13.5,i
CCOc1ccccc1C(=O)Nc1ccccc1-c1ccccc1,0.0,i,i,i,i,i,-3.3,i,i,-19.9,-8.83*

# Next entries.
SMILES,SKKanGAS inh,RGS4 act,RGS4 inh,KCNQ1 pot,KCNQ1 block,ANO1 block,HDAC3 inhib,TMEM16A act,KCNK3 inh,hERG protect,KCNK9 inh
Cc1sc2ncnc(SCC(=O)N3CCCC(C(F)(F)F)C3)c2c1C (configuration not stated),55.0*,i,i,i,i,i,4.1,i,i,-12.3,i
Cc1ccc(SCC(=O)Nc2ccccc2C(=O)O)cc1,1.7,i,i,i,i,i,2.8,i,i,-12.1,i
O=C(CCn1c(=O)sc2ccccc21)NCc1ccc2c(c1)OCO2,-6.6,i,i,i,i,i,2.2,i,i,-6.0,i
CC(=O)N1N=C(C)CC1c1ccc(O)cc1 (configuration not stated),-2.5,i,i,i,i,i,-3.1,i,i,-8.6,i
COc1ccc(NC(=O)C2CCCN(c3cc(C)nc4ncnn34)C2)cc1 (configuration not stated),6.9,i,i,i,i,i,2.4,i,i,-7.8,i
CC1=C(C(N)=O)C(c2cccnc2)n2nc(-c3cccc(Cl)c3)nc2N1 (configuration not stated),-5.0,i,i,i,i,i,3.2,i,i,-15.1,i
O=C(N/N=C/c1c[nH]c2ccccc12)c1sc2ccccc2c1Cl,-3.7,i,i,i,i,i,-4.1,i,i,-8.8,i
Cc1csc(N/N=C/c2ccc(O)c([N+](=O)[O-])c2)n1,7.4,i,i,i,i,i,3.7,i,i,-26.0,i
Clc1ccc(-c2cc(-c3ccccn3)on2)c(Cl)c1,9.0,i,i,i,i,i,-5.8,i,i,-9.5,i
CC1CN(CCCCOc2ccc(C(C)C)cc2)CC(C)O1 (configuration not stated),1.8,i,i,i,i,i,-1.8,i,i,-11.2,i
CCOC(=O)c1cccc(NC(=O)c2cc(C)nn2-c2ccccc2)c1,0.4,i,i,i,i,i,1.1,i,i,-13.5,i
CC(C)CC(OC(=O)c1cccs1)C(=O)NCC1CCCO1 (configuration not stated),8.3,i,i,i,i,i,5.3,i,i,-7.8,i
CS/C(=N\S(=O)(=O)c1cccs1)Nc1cccc(Cl)c1C,9.0,i,i,i,i,i,-0.1,i,i,-11.5,i
Cc1ccccc1CNC(=O)c1ccccc1N,2.0,i,i,i,i,i,.,i,i,-8.8,i
CC1(C)CC(=O)C2=C(C1)N(C1CCCCC1)C(=O)C2(O)C(F)(F)F (configuration not stated),11.2,i,i,i,i,i,?,i,i,-9.5,i
